LYP phosphatase: inhibitors of LYP phosphatase, biochemical, fluorescence intensity, uHTS (AID 1779); Tyrosine-protein phosphatase non-receptor type 22 (Homo sapiens); recombinant LYP phosphatase, fluorescence intensity; higher % means a stronger effect; one-dose inhibition, % at 11.5 µM; IC50 in µM for titrated hits; 290,000 tested, 0.054% active;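 also: plate controls were vehicle with enzyme for no effect and no enzyme for full effect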
ER stress rescue: rescue of cells from ER stress-induced death, primary screen, 384-well, CSM14.1, thapsigargin, ATP luminescence (AID 1222); CSM14.1 thapsigargin-induced death rescue, ATP luminescence; higher % means a stronger effect; one-dose cellular ATP content (survival), % at 20 µM; EC50 in µM for titrated hits; 190,000 tested, under 10 active;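 active = EC50 below 50 µM in the dose-response confirmation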;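 also: death triggered by thapsigargin at about 15 µM added after 2 h compound pretreatment; cell ATP read after overnight thapsigargin exposure of roughly 18 to 22 hours; normalized against plate controls of thapsigargin alone and 5% DMSO vehicle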
XIAP antagonists: XIAP antagonists, biochemical, IAP family, fluorescence polarization (AID 1018). E3 ubiquitin-protein ligase XIAP (Homo sapiens). XIAP BIR domain, fluorescence polarization peptide displacement; higher % means a stronger effect. one-dose displacement, % at 20 µM; IC50 in µM for titrated hits. 200,000 tested, 0.007% active; in the data active = displacement above about 50%; also: a part of the inactive calls stands beside numbers as strong as those of hits
P. falciparum M17LAP: P. falciparum M17LAP inhibitors, primary screen, biochemical, fluorogenic H-Leu-NHMec substrate, 1536-well (AID 1619). recombinant M17LAP, H-Leu-NHMec fluorogenic kinetic assay; higher % means a stronger effect. one-dose inhibition, % at 30 µM; IC50 in µM for titrated hits. 220,000 tested, 0.38% active;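 active = compound inhibiting the enzyme by more than half at any dose during confirmatory dose-response retesting; inconclusive = strong single-dose inhibitors picked by rank but not retested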;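 also: plate controls were full reaction with DMSO carrier for no effect and no enzyme background for full effect; strong numbers were not always called active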
NOD2 inhibition: NOD2 signaling inhibitors, cell-based, luminescence, uHTS, HEK293 (AID 1566); HEK293 NOD2/NF-kB luciferase reporter, luminescence; higher % means a stronger effect; one-dose inhibition, % at 4 µM; EC50 in µM for titrated hits; 290,000 tested, 0.63% active; also: many of its hits are not listed in these tables
Siah-1 displacement: Siah-1 peptide-binding antagonists, primary screen, biochemical, fluorescence polarization, rhodamine-plectin, uHTS (AID 1817); Siah-1 / rhodamine-plectin peptide fluorescence polarization; higher % means a stronger effect; displacement, % at 20 µM, or IC50 in µM where a hit was titrated; 290,000 tested, 0.02% active;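 active = displacement of at least 50% at 20 µM, with a fluorescence ratio check between 0.3 and a set limit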;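 also: plate controls were Siah plus tracer with DMSO for no effect and tracer alone without Siah for full effect; strong numbers were not always called active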
P. falciparum M1AAP: P. falciparum M1AAP inhibitors, biochemical, fluorogenic H-Leu-NHMec substrate, 1536-well (AID 1445). Aminopeptidase N (Plasmodium falciparum (isolate 3D7)). recombinant M1AAP, H-Leu-NHMec fluorogenic kinetic assay; higher % means a stronger effect. inhibition, % at 30 µM; hits with a dose series show IC50 in µM. 220,000 tested, 0.42% active;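 active = primary inhibition above the hit cutoff, then over 50% inhibition at one or more dose response concentrations, cut at about 23% in these data, passing the limit was not always enough; inconclusive = conflicting primary data, or primary hits not chosen for dose response; inactive = low primary inhibition, or under 50% at every dose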;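 also: plate controls were DMSO full reaction for no effect and no enzyme background for full effect; strong numbers were not always called active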
AID2073: inhibitors of Mint1-CaV2.2 protein interaction, biochemical, HTRF (AID 2073); Voltage-dependent N-type calcium channel subunit alpha-1B (Homo sapiens); HTRF protein-protein interaction, Mint1-CaV2.2; higher % means a stronger effect; inhibition, % at 20 µM; hits with a dose series show IC50 in µM; 290,000 tested, 0.19% active; in the data active = inhibition mostly above about 51%, no sharp cut-off; inconclusive = no clear call, values can overlap the other calls; inactive = mostly below about 53%; also: some results filed as inactive read as strong as hits
Lipid droplet: inhibitors of hepatocyte lipid droplet formation, primary screen, imaging, high-throughput imaging, BODIPY stain. 240,000 tested, 0.4% active. AML12 mouse hepatocytes, oleate lipid droplets. inhibition, % at 6.5 µM. AID 1656, 2009;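 active = lipid droplet intensity inhibited by at least 50%, with more than 500 cells counted; inconclusive = wells with under 300 cells, treated as cytotoxic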
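Material – AML12 mouse liver cells · Also added – oleate loading, 100 µM · Compound dosing – 6.5 µM single-point dosing · Times – overnight treatment with compound plus oleate · Measured by – fluorescence imaging, 20x objective, two fields per well · Read-out – percent inhibition of filter-corrected integrated lipid droplet intensity per well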
Lipid droplet cells 6.5 µM: also measured in Lipid droplet; calls as there; cell count; measured here: cell count, cytotoxicity flag;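 cells counted across two imaged fields per well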
Active calls of the source: *; ? = inconclusive; · = not tested or not shown. Rule as the data show it, unless noted: active = inhibition above about 50%; inactive = the rest. The list is partial. The share of hits here may be higher or lower than overall.

SMILES | LYP phosphatase | ER stress rescue | XIAP antagonists | P. falciparum M17LAP | NOD2 inhibition | Siah-1 displacement | P. falciparum M1AAP | AID2073 | Lipid droplet | Lipid droplet cells 6.5 µM
Cc1ccc(OCC(=O)Sc2ccc(C)cc2)cc1 | -8% | -1.5% | 0.6% | -1% | -1% | 0% | -1% | -28% | 5 | 757
CC(C)(C)c1ccc(C(=O)Nc2ccc(S(=O)(=O)Nc3cnc4ccccc4n3)cc2)cc1 | 2% | · | · | · | 22% | 17% | · | 17% | 7 | 796
COc1ccccc1NC(=S)NC(=O)c1ccc(Cn2cc(Br)cn2)cc1 | -5% | -1.7% | 1.2% | 0% | 12% | 1% | 3% | 15% | -24 | 629
Cc1ccc2c(C)c(C(=O)Nc3ccc(S(N)(=O)=O)cc3)oc2c1C | -12% | -0.5% | -4.4% | 2% | 16% | -2% | 1% | 34% | -11 | 675
CCOC(=O)c1c(NC(=O)COC(=O)c2ccc(O)cc2)sc(C(=O)N(C)C)c1C | -3% | 1.7% | -4.1% | 10% | 39% | -14% | -3% | 26% | 5 | 699
Cc1ccc([N+](=O)[O-])cc1N/C=C/C(=O)c1ccco1 | -2% | -2.1% | -2.1% | 17% | -49% | -3% | 6% | -12% | · | ·
COc1ccc(C(=O)c2coc3c2C(=O)C(=O)c2ccccc2-3)cc1 | -1% | · | · | 28% | -120% | 2% | 15% | 14% | 16 | 643
O=C(C1CCCCC1)N1CCN(c2nc(-c3ccc(F)cc3)cs2)CC1 | -1% | -0.4% | -5.0% | 0% | 13% | 4% | 5% | -12% | 7 | 663
CCOc1cc(C(=O)N2CCCC2)cc(OCC)c1OCC | -6% | -0.3% | -3.5% | -1% | 6% | -4% | 5% | 1% | 14 | 732
Cc1ccc(NC(=O)CCSc2ccccn2)cc1 | -4% | 0.2% | -2.3% | 13% | -81% | -4% | -4% | -13% | -6 | 731
Cc1ccc(CNC(=O)Cc2cn(C)c3ccccc23)cc1 | -6% | · | · | · | -24% | -1% | · | 8% | · | ·
CCC(=O)N(Cc1cc2ccccc2[nH]c1=O)C(C)C | -4% | -0.4% | -0.1% | 0% | 2% | 0% | 2% | -9% | 8 | 720
CCOc1ccccc1CNS(=O)(=O)c1ccc2c(c1)oc(=O)n2C | -7% | -0.3% | 2.7% | 4% | 9% | 1% | -4% | -4% | · | ·
Oc1ccccc1/C=N/Nc1cc(N2CCCC2)nc(N2CCCC2)n1 | -7% | 0.5% | -2.8% | -4% | -1% | 3% | 4% | 6% | 1 | 704
Cn1c(SCC(=O)Nc2ccc(F)cc2F)nnc1-c1cccnc1 | -4% | · | -6.5% | -3% | 4% | -3% | 2% | 3% | -1 | 743
CCOc1cc(/C=C2\SC(=O)N=C2N)ccc1O | -4% | -2.7% | -4.4% | 27% | 21% | 7% | 22% | -5% | -9 | 372
N=C1C(c2nc3ccccc3s2)=C(O)CN1NC(=O)c1ccc([N+](=O)[O-])cc1 | 6% | -1.4% | -4.0% | -2% | 26% | -6% | 5% | 24% | -3 | 707
Cc1ccc2[nH]c(-c3cccc(N)c3)cc2c1 | -7% | 0.5% | -2.7% | -19% | -115% | -2% | 2% | 24% | · | ·
COc1ccccc1/C=C/C=N\N1CCN(Cc2ccccc2Cl)CC1 | -9% | -1.0% | -3.5% | 24% | 12% | 0% | 1% | 5% | 18 | 604
OC(COc1ccccc1)CN1CCC(Cc2ccccc2)CC1 (stereo not drawn) | -10% | · | · | · | -6% | 0% | · | 12% | -6 | 822
CCC(NC(=O)CCc1c(C)c2cc3c4c(oc3cc2oc1=O)CCCC4)C(=O)O (stereo not drawn) | -5% | · | · | · | 32% | 8% | · | 37% | 10 | 826
CCCn1nnc(NC(=O)c2ccccc2Br)n1 | -4% | -4.5% | -2.8% | -12% | -14% | 0% | 3% | -5% | 1 | 753
COc1ccc(C2/C=C\CN(C(=O)c3ccccc3)CC(=O)N2Cc2ccc(F)cc2)cc1 (stereo not drawn) | 3% | · | · | 7% | -11% | -2% | 9% | -11% | -12 | 641
Cc1cccc(C)c1OCc1cc(C(=O)NCC2CCCCC2)no1 | -2% | · | · | · | 16% | 3% | · | 8% | 4 | 692
CCn1cc(/C=C(\NC(=O)c2ccccc2Cl)C(=O)N2CCOCC2)c2ccccc21 | 0% | · | · | · | 14% | -2% | · | 5% | 13 | 752
SMILES | LYP phosphatase | ER stress rescue | XIAP antagonists | P. falciparum M17LAP | NOD2 inhibition | Siah-1 displacement | P. falciparum M1AAP | AID2073 | Lipid droplet | Lipid droplet cells 6.5 µM
CCOCCCN1C(=O)C2C(C(=O)Nc3ccc(OCC)cc3)C3C=CC2(O3)C1C(=O)NC1CCCCC1 (stereo not drawn) | -8% | · | · | · | 12% | 0% | · | 14% | 2 | 728
Cc1cccc(NC(=O)Cn2c(=O)n(CCC(=O)NC3CCCC3)c(=O)c3ccccc32)c1 | -2% | 4.0% | -4.9% | 4% | 16% | -2% | 5% | 7% | -19 | 800
OCCC1CN(Cc2cccc3nccnc23)CCN1C1CCCC1 (stereo not drawn) | -1% | -0.5% | 2.1% | 4% | -29% | -8% | 9% | 31% | 0 | 677
COC(=O)Nc1ccc2c(c1)N(C(=O)CCCl)c1ccccc1S2 | -4% | · | · | · | 14% | -5% | · | -10% | · | ·
CCS(=O)(=O)c1ccc(O)c(NC(=O)c2cc(OC)c(OC)c(OC)c2)c1 | 4% | -0.8% | -0.9% | 3% | 5% | -2% | 7% | 3% | · | ·
O=C(N/N=C/c1c[nH]c2ccc(Br)cc12)c1ccc2c(c1)OCO2 | 6% | -1.1% | -2.7% | 1% | -8% | -12% | 4% | 9% | 13 | 681
Cc1nnc(NC(=O)CSc2nnc(Cc3ccccc3)n2-c2ccccc2)s1 | 1% | -2.1% | -4.4% | -5% | 1% | 6% | -1% | -6% | 12 | 699
COc1ccc2[nH]c3nc(SCC(=O)NC4CC4)nnc3c2c1 | -14% | · | · | · | 17% | 5% | · | ? | -7 | 770
CCOC(=O)CCc1c(C)n(CC)c2cc(-c3ccccc3OC)nn2c1=O | -9% | -1.1% | 1.5% | -2% | 19% | 6% | 2% | -1% | 11 | 800
O=C(NCc1ccco1)/C(=C/c1ccc(Br)cc1)NC(=O)c1ccco1 | -1% | · | · | · | 6% | 2% | · | 15% | 12 | 788
Cc1ccc(NC(=O)COc2ccccc2C(=O)NCCc2ccccc2)cc1 | -5% | · | · | · | -3% | 4% | · | 5% | -4 | 798
COc1ccc(N(CC(=O)Nc2cc(OC)ccc2OC)S(=O)(=O)c2c(C)noc2C)cc1 | -8% | · | · | · | -14% | 12% | · | 3% | -31 | 666
O=C(CN1C(=O)CSC1=O)Nc1ccc(C(=O)O)cc1 | -8% | 1.4% | -1.6% | 3% | -10% | 0% | 0% | -9% | · | ·
CCCCn1c(N)c(Sc2ccc([N+](=O)[O-])cc2)c(=O)[nH]c1=O | -7% | · | · | · | -1% | -3% | · | 4% | 12 | 399
CC(=O)NC1(C(F)(F)F)C(=O)Nc2c1c(=O)[nH]c(=O)n2Cc1ccco1 (stereo not drawn) | -5% | 4.1% | -9.9% | -2% | 3% | 1% | 10% | 25% | 15 | 728
CC(C)=Cc1c(O)nc2ccccn2c1=O | -9% | -1.8% | 0.0% | 26% | -15% | -6% | -1% | 10% | -8 | 717
CC(=O)c1ccc(N2CCN(S(=O)(=O)c3cn(C)cn3)CC2)cc1 | -10% | · | · | · | -8% | -2% | · | -4% | 4 | 731
Cc1cccc(C(=O)OC2CCOC2=O)c1C (stereo not drawn) | -2% | · | · | · | 3% | 2% | · | -5% | -8 | 813
CCN(CC)c1ccc(/C=N/NC(=O)c2cccc(S(=O)(=O)N3CCOCC3)c2)cc1 | 3% | 9.9% | -5.2% | -7% | 22% | -1% | 10% | 2% | 14 | 648
O=c1[nH]c(/C=C/c2ccc3c(c2)OCO3)c([N+](=O)[O-])c(=O)[nH]1 | -3% | 0.7% | -7.2% | 5% | 31% | 4% | 8% | 12% | -18 | 663
CC(C)C[C@H](NC(=O)[C@@H]1Cc2ccccc2CN1C(=O)OC(C)(C)C)C(=O)NCC1CCC(C(=O)O)CC1 (stereo partly drawn) | -10% | · | · | 29% | -4% | 10% | -1% | 1% | -2 | 666
O=C(CCN1C(=O)/C(=C/c2ccccc2)SC1=S)N[C@@H](CO)Cc1ccccc1 | -5% | · | · | · | -2% | 0% | · | -4% | -1 | 659
CCC(=O)n1nc(-c2ccc(Cl)cc2)nc1NCc1ccccc1 | -6% | 1.4% | -2.2% | 10% | -28% | 0% | 10% | 2% | · | ·
CCOc1ccccc1N(C)C(=O)Cn1ncc2c([nH]c3ccccc32)c1=O | -5% | · | · | · | 9% | 2% | · | 10% | -32 | 699

A stretch from the list above:
SMILES | LYP phosphatase | ER stress rescue | XIAP antagonists | P. falciparum M17LAP | NOD2 inhibition | Siah-1 displacement | P. falciparum M1AAP | AID2073 | Lipid droplet | Lipid droplet cells 6.5 µM
CCOCCCN1C(=O)C2C(C(=O)Nc3ccc(OCC)cc3)C3C=CC2(O3)C1C(=O)NC1CCCCC1 (stereo not drawn) | -8% | · | · | · | 12% | 0% | · | 14% | 2 | 728
Cc1cccc(NC(=O)Cn2c(=O)n(CCC(=O)NC3CCCC3)c(=O)c3ccccc32)c1 | -2% | 4.0% | -4.9% | 4% | 16% | -2% | 5% | 7% | -19 | 800
OCCC1CN(Cc2cccc3nccnc23)CCN1C1CCCC1 (stereo not drawn) | -1% | -0.5% | 2.1% | 4% | -29% | -8% | 9% | 31% | 0 | 677

Pulled by compound from the list above:
SMILES | LYP phosphatase | ER stress rescue | XIAP antagonists | P. falciparum M17LAP | NOD2 inhibition | Siah-1 displacement | P. falciparum M1AAP | AID2073 | Lipid droplet | Lipid droplet cells 6.5 µM
O=C(CCN1C(=O)/C(=C/c2ccccc2)SC1=S)N[C@@H](CO)Cc1ccccc1 | -5% | · | · | · | -2% | 0% | · | -4% | -1 | 659
CC(C)(C)c1ccc(C(=O)Nc2ccc(S(=O)(=O)Nc3cnc4ccccc4n3)cc2)cc1 | 2% | · | · | · | 22% | 17% | · | 17% | 7 | 796
CCOC(=O)CCc1c(C)n(CC)c2cc(-c3ccccc3OC)nn2c1=O | -9% | -1.1% | 1.5% | -2% | 19% | 6% | 2% | -1% | 11 | 800

Assay outcomes from PubChem BioAssay.
